Screening results as filed in PubChem BioAssay.
Ins promoter up = MIN6 insulin promoter up-regulation. 190,000 compounds, 0.3% hits. MIN6 insulin promoter-GFP reporter, high-content imaging; stronger effect = higher value. z-score at 5 µM;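 active = z-score above 3 at 5 µM with at least 500 cells counted in the well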
MT stabilize HCS = microtubule stabilizers in HeLa cells | HeLa tubulin immunostaining HCS, 24 h; share of cells brighter than vehicle mean+2SD | % tubulin-high responders, % at 10 µM | 200,000 compounds, 0.83% hits;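 active = plate Z-score above 3 for both tubulin-high and condensed-nucleus cell shares, with cell loss under 80%, at 10 µM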;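 also: anti alpha tubulin signal scored within the nucleus-defined area of each cell; some results filed as inactive read as strong as hits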
HIV fusion peptide = cell-free HIV fusion peptide-binding blockers – biochemical, uHTS, fluorescence dequenching, primary screen (AID 1986). cell-free peptide binding, fluorescence dequenching, 30 min; higher % means a stronger effect. inhibition, % at 20 µM, or IC50 in µM where a hit was titrated. 290,000 compounds, 0.3% hits; in the data active = inhibition mostly above about 52%, no sharp cut-off; inactive = mostly below about 76%; also: some results filed as inactive read as strong as hits
AID2073 = inhibitors of Mint1-CaV2.2 protein interaction, biochemical, HTRF (AID 2073); HTRF protein-protein interaction, Mint1-CaV2.2; higher % means a stronger effect; inhibition, % at 20 µM; hits with a dose series show IC50 in µM; 290,000 compounds, 0.19% hits; in the data active = inhibition mostly above about 51%, no sharp cut-off; also: some results filed as inactive read as strong as hits
Autophagy mod = autophagy modulation, high-content screen; MEF GFP-LC3 puncta imaging; test concentration mostly 10 µM; calls only at 10 µM (by protocol); 190,000 compounds, 0.98% hits; AID 463193;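 active = percentage of spot-positive cells more than 3 SD above its plate mean, without a fluorescence outlier flag or 80% toxicity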;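 also: spot-positive cell cutoff set from DMSO-treated cells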
Dynein transport = dynein cargo transport inhibition | 3617.4 mouse cells, GR-EGFP nuclear translocation imaging; test concentration mostly 20 µM; stimulated with dexamethasone, 1 µM; stronger effect = lower value | z-score, hits read low | 220,000 compounds, 0.47% hits;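 active = plate z-score of nuclear minus cytoplasmic receptor signal below a set negative limit, without overly bright fluorescence or cell loss, cut at about -3.5 in these data, passing the limit was not always enough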;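 also: z-score of nuclear minus cytoplasmic ring GR-EGFP intensity difference per well; some compounds called inactive have numbers as strong as hits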
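Medium: Induction medium lacking tetracycline, stripped serum | Probe or stimulus: 1.0 µM final dexamethasone stimulus | Schedule: 48 h induction, then 1 h compound, then 30 min agonist, 37 °C | Signal: Automated 10x imaging of fixed Hoechst-stained cells | Evaluation: Per-cell GR-EGFP intensity, nucleus versus surrounding cytoplasmic ring, well-averaged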
Yfh1-depleted yeast = mitochondrial function rescue without frataxin homolog – Friedreich's ataxia, plus single-dose screen, dose response (AID 1465); S. cerevisiae Yfh1-off respiration, WST-1 reduction, 72 h; higher fold induction means a stronger effect; fold induction at 50 µM, or EC50 in µM where a hit was titrated; 220,000 compounds, 0.074% hits;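 active = fold induction of absorbance versus untreated yeast above a set limit, then at least 30% activation at any dose in follow-up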;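 also: activators that raise dye reduction in frataxin-depleted yeast; strong numbers were not always called active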
b-catenin transl = modulators of beta-catenin nuclear translocation | HeLa beta-catenin nuclear translocation, immunofluorescence imaging | nuclear translocation activity, % at 5 µM | 190,000 compounds, 0.3% hits;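 active = nuclear translocation activity above 50% at 5 µM, with a well cell count of 50 or more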;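 also: per-cell ratio of nuclear to cytoplasmic median beta-catenin stain intensity; plate controls were DMSO negative control for no effect and GSK-3 inhibitor IX positive control for full effect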
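Signal – beta-catenin immunofluorescence imaging with DAPI · Test system – human HeLa cell line · Dosing – 5 µM primary single dose, 0.1% DMSO, 0.02–20 µM confirmation series · Measure – % activation, nuclear-to-cytoplasmic median beta-catenin signal ratio per cell · Incubation – 24 h compound exposure at 37°C, 5% CO2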
WT yeast gro inh = growth inhibition of WT yeast, mitochondrial fusion screen; inhibition, % at 10 µM; 190,000 compounds, 2.1% hits; AID 1362; mitochondrial fusion phenotypic screen, WT strain; in the data active = inhibition above about 58%; tested in S. cerevisiae
WT yeast gro inh mutant strain = further read-out of WT yeast gro inh, marked with its call; inhibition, %; mitochondrial fusion phenotypic screen, mutant strain inhibition
Dynein transport cytoplasmic EGFP = second read-out of Dynein transport, no call of its own (marks repeat the call); z-score; measured here: cytoplasmic GR-EGFP intensity; stronger effect = higher value
Dynein transport nuclear GR-EGFP = second read-out of Dynein transport, no call of its own (marks repeat the call); z-score; measured here: nuclear GR-EGFP intensity;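 lower value marks the stronger effect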
Dynein transport cell count = further read-out of Dynein transport, marked with its call; z-score; measured here: cell count per field
Ins promoter up cell count = further read-out of Ins promoter up, marked with its call; cell count; measured here: cytotoxicity, nuclei count;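 total cells summed across four imaged fields per well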
b-catenin transl cell count 5 µM = recorded beside b-catenin transl, whose call it bears; cell count; measured here: cell count, cytotoxicity flag
MT stabilize HCS Hoechst-high % = also measured in MT stabilize HCS; calls as there; % Hoechst-high responders; measured here: nuclear condensation Hoechst responders;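 share of cells brighter than vehicle mean plus two SD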
MT stabilize HCS cytotoxicity % = recorded beside MT stabilize HCS, whose call it bears; toxicity, %; measured here: cytotoxicity by cell density;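 0% = mean cell density of plate MIN control wells and 100% = no cells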
Autophagy mod cell loss 18 h = second read-out of Autophagy mod, no call of its own (marks repeat the call); toxicity, %; measured here: cell loss, nuclei count;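 cell loss after 18 h compound exposure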
* = called active by the depositor.

For CC(=O)Nc1ccc(C(=O)NN2C(=O)c3ccccc3C2=O)cc1 the results were Ins promoter up 0.36, MT stabilize HCS 2.9, HIV fusion peptide 5.0%, AID2073 -6%, Autophagy mod inactive, Dynein transport 1.3, Yfh1-depleted yeast inactive, b-catenin transl 0.0, WT yeast gro inh -2, WT yeast gro inh mutant strain -6, Dynein transport cytoplasmic EGFP -0.15, Dynein transport nuclear GR-EGFP 0.81, Dynein transport cell count -0.94, Ins promoter up cell count 1113, b-catenin transl cell count 5 µM 1083, MT stabilize HCS Hoechst-high % 2.0, MT stabilize HCS cytotoxicity % 3.4 and Autophagy mod cell loss 18 h 8.
For O=C1NCCCc2c1oc1cc(Br)c(O)c(Br)c21 the results were MT stabilize HCS 6.9, HIV fusion peptide -4.2%, AID2073 13%, Autophagy mod inactive, Dynein transport 1.3, Yfh1-depleted yeast inactive, b-catenin transl 1.8, WT yeast gro inh -10, WT yeast gro inh mutant strain -8, Dynein transport cytoplasmic EGFP -0.25, Dynein transport nuclear GR-EGFP 1.3, Dynein transport cell count -0.52, b-catenin transl cell count 5 µM 802, MT stabilize HCS Hoechst-high % 3.3, MT stabilize HCS cytotoxicity % 8.9 and Autophagy mod cell loss 18 h 1.
CC(=O)c1cc(-c2ccc(F)cc2)n(CCC(=O)Nc2cc(C)[nH]n2)c1C was read as MT stabilize HCS 3.9, HIV fusion peptide 1.3%, AID2073 -3%, Autophagy mod inactive, Dynein transport -1, Yfh1-depleted yeast inactive, b-catenin transl -1.1, WT yeast gro inh -17, WT yeast gro inh mutant strain -8, Dynein transport cytoplasmic EGFP -0.22, Dynein transport nuclear GR-EGFP -0.55, Dynein transport cell count 2.8, b-catenin transl cell count 5 µM 1150, MT stabilize HCS Hoechst-high % 2.6, MT stabilize HCS cytotoxicity % 0.2 and Autophagy mod cell loss 18 h -1.
CC(=O)c1c(NCc2ccccc2)nc(=O)n(-c2ccccc2)c1C was read as Ins promoter up 0.56, MT stabilize HCS 1.3, HIV fusion peptide -2.2%, AID2073 -8%, Autophagy mod inactive, Dynein transport -0.17, Yfh1-depleted yeast inactive, b-catenin transl -2.2, WT yeast gro inh 6, WT yeast gro inh mutant strain 2, Dynein transport cytoplasmic EGFP -0.19, Dynein transport nuclear GR-EGFP 0.037, Dynein transport cell count 0.32, Ins promoter up cell count 1130, b-catenin transl cell count 5 µM 851, MT stabilize HCS Hoechst-high % 1.6, MT stabilize HCS cytotoxicity % 5.1 and Autophagy mod cell loss 18 h 1.
Screening O=C(O)c1ccc(/C=N/NC(=O)c2ccc(CN3c4cccc5cccc(c45)S3(=O)=O)cc2)cc1 returned Ins promoter up 0.31, HIV fusion peptide 20µM*, AID2073 33%, Dynein transport -0.76, Yfh1-depleted yeast inactive, b-catenin transl -0.1, Dynein transport cytoplasmic EGFP -0.83, Dynein transport nuclear GR-EGFP -0.72, Dynein transport cell count 0.37, Ins promoter up cell count 1177 and b-catenin transl cell count 5 µM 1275.
Screening Cc1ccccc1-n1c(-c2ccoc2C)n[nH]c1=S returned Ins promoter up -0.21, MT stabilize HCS 3.4, HIV fusion peptide 3.1%, AID2073 0%, Autophagy mod inactive, Dynein transport 0.12, Yfh1-depleted yeast inactive, b-catenin transl -0.7, WT yeast gro inh -11, WT yeast gro inh mutant strain -14, Dynein transport cytoplasmic EGFP -0.22, Dynein transport nuclear GR-EGFP -0.012, Dynein transport cell count -0.48, Ins promoter up cell count 1162, b-catenin transl cell count 5 µM 585, MT stabilize HCS Hoechst-high % 2.8, MT stabilize HCS cytotoxicity % 3.1 and Autophagy mod cell loss 18 h 10.
For O=C1NC(Cc2c[nH]c3ccccc23)C(=O)N1Cc1ccc(CN2C(=O)NC(Cc3c[nH]c4ccccc34)C2=O)cc1 (stereo not drawn) the results were Ins promoter up 0.4, MT stabilize HCS 5.0, HIV fusion peptide -1.0%, AID2073 7%, Autophagy mod inactive, Dynein transport 0.47, Yfh1-depleted yeast inactive, b-catenin transl -0.1, WT yeast gro inh -1, WT yeast gro inh mutant strain 13, Dynein transport cytoplasmic EGFP 0.32, Dynein transport nuclear GR-EGFP 0.76, Dynein transport cell count -0.71, Ins promoter up cell count 1467, b-catenin transl cell count 5 µM 1465, MT stabilize HCS Hoechst-high % 1.7, MT stabilize HCS cytotoxicity % 8.3 and Autophagy mod cell loss 18 h -16.
`CC(=O)CCn1cnc([N+](=O)[O-])n1` gave MT stabilize HCS 0.8, HIV fusion peptide 3.0%, AID2073 -8%, Autophagy mod inactive, Dynein transport -0.94, Yfh1-depleted yeast inactive, b-catenin transl -2.9, WT yeast gro inh -10, WT yeast gro inh mutant strain -1, Dynein transport cytoplasmic EGFP -0.14, Dynein transport nuclear GR-EGFP -0.42, Dynein transport cell count 0.85, b-catenin transl cell count 5 µM 513, MT stabilize HCS Hoechst-high % 1.5, MT stabilize HCS cytotoxicity % 8.2 and Autophagy mod cell loss 18 h 2.
`COc1ccc(-c2nc3ccccc3s2)cc1O` gave Ins promoter up -0.06, MT stabilize HCS 2.3, HIV fusion peptide -1.2%, AID2073 20%, Autophagy mod inactive, Dynein transport -0.14, Yfh1-depleted yeast inactive, WT yeast gro inh 59*, WT yeast gro inh mutant strain 0.1*, Dynein transport cytoplasmic EGFP -0.16, Dynein transport nuclear GR-EGFP 0.33, Dynein transport cell count -0.81, Ins promoter up cell count 1335, MT stabilize HCS Hoechst-high % 1.6, MT stabilize HCS cytotoxicity % 2.6 and Autophagy mod cell loss 18 h -8.
COc1ccc(C(=O)NC2CCN(C(=S)Nc3cc(C)cc(C)c3)CC2)cc1 was read as Ins promoter up 0.51, MT stabilize HCS 3.1, HIV fusion peptide -0.3%, AID2073 -20%, Autophagy mod inactive, Dynein transport 0.12, Yfh1-depleted yeast inactive, b-catenin transl -0.6, WT yeast gro inh 2, WT yeast gro inh mutant strain 26, Dynein transport cytoplasmic EGFP -0.23, Dynein transport nuclear GR-EGFP 0.082, Dynein transport cell count 0.66, Ins promoter up cell count 1346, b-catenin transl cell count 5 µM 818, MT stabilize HCS Hoechst-high % 2.1, MT stabilize HCS cytotoxicity % 9.8 and Autophagy mod cell loss 18 h -8.
Screening CCC(Oc1ccccc1)C(=O)N1CCN(c2ccccn2)CC1 (stereo not drawn) returned Ins promoter up 0.95, MT stabilize HCS 5.2, HIV fusion peptide -1.0%, AID2073 -1%, Autophagy mod inactive, Dynein transport -0.84, Yfh1-depleted yeast inactive, WT yeast gro inh 2, WT yeast gro inh mutant strain 8, Dynein transport cytoplasmic EGFP -0.25, Dynein transport nuclear GR-EGFP -0.81, Dynein transport cell count 0.63, Ins promoter up cell count 1329, MT stabilize HCS Hoechst-high % 2.2, MT stabilize HCS cytotoxicity % 1.1 and Autophagy mod cell loss 18 h 6.
COCCNC(=O)c1ccc(-c2csc(C)n2)cc1 was read as Ins promoter up -0.78, MT stabilize HCS 4.1, HIV fusion peptide -0.3%, AID2073 6%, Autophagy mod inactive, Dynein transport -0.9, Yfh1-depleted yeast inactive, b-catenin transl -0.9, WT yeast gro inh -10, WT yeast gro inh mutant strain 10, Dynein transport cytoplasmic EGFP -0.39, Dynein transport nuclear GR-EGFP -0.41, Dynein transport cell count 1.3, Ins promoter up cell count 1162, b-catenin transl cell count 5 µM 1131, MT stabilize HCS Hoechst-high % 3.8, MT stabilize HCS cytotoxicity % 4.7 and Autophagy mod cell loss 18 h -7.
Screening CCOCC(=O)Nc1cc(-c2cn3cccnc3n2)ccc1C returned Ins promoter up 1.4, MT stabilize HCS 4.3, HIV fusion peptide 0.4%, AID2073 38%, Autophagy mod inactive, Dynein transport -0.017, Yfh1-depleted yeast inactive, b-catenin transl 0.4, WT yeast gro inh 1, WT yeast gro inh mutant strain -2, Dynein transport cytoplasmic EGFP -0.33, Dynein transport nuclear GR-EGFP -0.095, Dynein transport cell count 0.69, Ins promoter up cell count 1424, b-catenin transl cell count 5 µM 1453, MT stabilize HCS Hoechst-high % 4.4, MT stabilize HCS cytotoxicity % 7.9 and Autophagy mod cell loss 18 h 4.
`S=C(Nc1ccc(Br)cc1)N1CCCC1` gave Ins promoter up 0.34, MT stabilize HCS 3.0, HIV fusion peptide 1.3%, AID2073 -5%, Autophagy mod inactive, Dynein transport 0.32, Yfh1-depleted yeast inactive, b-catenin transl -1.9, WT yeast gro inh -7, WT yeast gro inh mutant strain 24, Dynein transport cytoplasmic EGFP -0.24, Dynein transport nuclear GR-EGFP 0.23, Dynein transport cell count 0.0079, Ins promoter up cell count 1335, b-catenin transl cell count 5 µM 848, MT stabilize HCS Hoechst-high % 1.8, MT stabilize HCS cytotoxicity % 4.1 and Autophagy mod cell loss 18 h 5.
For O=C(CN1CCN(c2ncccn2)CC1)N1CCCc2c1c(=O)oc1ccc(O)cc21 the results were MT stabilize HCS 3.7, HIV fusion peptide -0.9%, AID2073 0%, Autophagy mod inactive, Dynein transport 0.03, Yfh1-depleted yeast inactive, b-catenin transl 1.9, WT yeast gro inh 4, WT yeast gro inh mutant strain 8, Dynein transport cytoplasmic EGFP -0.25, Dynein transport nuclear GR-EGFP -0.047, Dynein transport cell count -0.62, b-catenin transl cell count 5 µM 1110, MT stabilize HCS Hoechst-high % 2.1, MT stabilize HCS cytotoxicity % 7.4 and Autophagy mod cell loss 18 h -2.

Compounds were not picked by outcome; any-hit rate near 4.2%.
